VLA-4 inh: inhibition in a human VLA-4 binding assay; inhibition, % (about 7 µM as worked out from the volumes in the protocol); VLA-4 expressing cells, ligand binding flow cytometry; 0.2% of 330,000 active; P13612; in the data active means inhibition above about 50%
MCL1 BIM primary: disrupts human MCL1 binding to BIM-BH3 peptide; inhibition, % at 10.9 µM; AID 2057; 0.68% of 320,000 active; GST-MCL1 / FITC-Bim-BH3 fluorescence polarization;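 active means inhibition above the mean inhibition of all tested compounds plus 3 SD, set per campaign, cut at about 40% in these data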;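 further: 0% = DMSO wells and 100% = unlabeled Bim-BH3 peptide control; higher means more loss of mP so more displacement of Bim peptide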
Target sequence (Q07820 whole entry, looked up): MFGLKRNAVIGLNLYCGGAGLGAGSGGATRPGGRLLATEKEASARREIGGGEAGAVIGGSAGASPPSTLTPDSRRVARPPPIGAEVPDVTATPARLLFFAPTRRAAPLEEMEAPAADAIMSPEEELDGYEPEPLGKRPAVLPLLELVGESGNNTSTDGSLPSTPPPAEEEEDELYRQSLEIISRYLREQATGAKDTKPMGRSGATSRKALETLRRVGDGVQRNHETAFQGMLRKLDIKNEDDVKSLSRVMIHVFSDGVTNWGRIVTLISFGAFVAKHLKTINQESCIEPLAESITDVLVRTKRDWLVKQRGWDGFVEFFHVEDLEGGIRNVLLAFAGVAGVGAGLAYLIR
Bcl-xL primary: inhibitors of human Bcl-xL; GST-Bcl-xL / FITC-Bim BH3 peptide fluorescence polarization; inhibition, % at 10.9 µM; AID 2129; 0.7% of 320,000 active;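 active means inhibition above the mean of all tested compounds plus 3 SD, cutoff set per campaign, cut at about 30% in these data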;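 further: 0% = DMSO wells and 100% = unlabeled Bim-BH3 peptide competitor; inhibitors lower millipolarization by displacing the labeled peptide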
Target sequence (Q07817 whole entry, looked up): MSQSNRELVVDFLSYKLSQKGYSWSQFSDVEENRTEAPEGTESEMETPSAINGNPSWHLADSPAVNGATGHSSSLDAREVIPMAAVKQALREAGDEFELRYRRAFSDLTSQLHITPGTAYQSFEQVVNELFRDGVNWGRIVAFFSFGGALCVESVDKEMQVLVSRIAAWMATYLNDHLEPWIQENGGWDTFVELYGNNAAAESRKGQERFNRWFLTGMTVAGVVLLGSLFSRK
GRK2 aptamer HTS: inhibitors of human GRK2 displacing RNA aptamer; 0.59% of 330,000 active; AID 488847; inhibition of aptamer binding, % at 10 µM; bead flow cytometry, FAM-aptamer displacement from GRK2;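 active means inhibition of aptamer binding above 40%, roughly 3 SD of noise, on plates passing a quality check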;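 further: median bead fluorescence of bound FAM aptamer so fluorescent compounds give negative values; no value below 0 was filed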
Fam108B counter: blocks mouse Fam108B hydrolase in RBBP9 counter-screen. recombinant Fam108B, FP-Rh probe fluorescence polarization. inhibition, % at 9.51 µM. 0.33% of 300,000 active. AID 1947;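 active means inhibition above the screen mean inhibition plus 3 SD, computed separately per campaign, cut at about 18% in these data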;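 further: inhibitors lower polarization as less probe binds the enzyme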
MEX-5 binding: C. elegans MEX-5 TCR-2 RNA binding activity; Q9XUB2; MEX-5/FITC-TCR2 RNA binding, fluorescence polarization; stronger effect = lower value; activity score (negative = inhibition of binding), % at 10 µM; 0.38% of 300,000 active; AID 1832;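 active means inhibition past about -25% in most replicates, and total fluorescence under double the plate's negative control median, limit read from the data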;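 further: 0% = DMSO and -100% = 5 µM competing unlabeled TCR2 RNA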
Target sequence (Q9XUB2 whole entry, looked up): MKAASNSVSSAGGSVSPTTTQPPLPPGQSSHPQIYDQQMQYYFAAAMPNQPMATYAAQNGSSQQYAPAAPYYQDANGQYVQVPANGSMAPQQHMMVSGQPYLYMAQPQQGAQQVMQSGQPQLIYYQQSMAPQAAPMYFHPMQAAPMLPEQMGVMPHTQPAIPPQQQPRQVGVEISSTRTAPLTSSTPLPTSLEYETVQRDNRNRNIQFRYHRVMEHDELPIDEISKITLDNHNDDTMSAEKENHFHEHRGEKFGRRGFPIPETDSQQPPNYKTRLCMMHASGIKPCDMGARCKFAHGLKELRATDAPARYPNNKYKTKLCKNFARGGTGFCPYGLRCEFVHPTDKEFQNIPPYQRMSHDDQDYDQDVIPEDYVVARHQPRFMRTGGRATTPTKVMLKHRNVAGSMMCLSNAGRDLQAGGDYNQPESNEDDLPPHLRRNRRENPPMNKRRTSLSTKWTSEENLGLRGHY
GLD-1 TGE inh: GLD-1-TGE RNA interaction inhibition (C. elegans) | 0.44% of 320,000 active | Q17339 | inhibition, % at 5.96 µM | purified GLD-1 + fluorescein TGE RNA, fluorescence polarization;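 active means percent inhibition above a per-plate cutoff, the plate mean of test compounds plus 3 SD, cut at about 30% in these data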;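 further: 0% = DMSO wells with GLD-1 and probe and 100% = wells lacking GLD-1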
Efflux pump inh: antifungal efflux pump inhibition, Nile Red retention | S. cerevisiae Candida pump triplex | inhibition, % at 10 µM | 0.44% of 330,000 active | AID 485275;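 active means plate passing quality check with inhibition over a set limit, or well fluorescence over plate mean plus 4 SD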;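 further: Nile Red retained in pooled yeast measured as flow cytometry median fluorescence; 0% = buffer negative control and 100% = Enniatin B positive control; higher means more Nile Red kept so more efflux inhibition; some compounds called inactive have numbers as strong as hits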
PME-1 inh: PME-1 (human) inhibition; Q9Y570; recombinant PME-1, FP-Rh probe fluorescence polarization; inhibition, % at 5.9 µM; AID 2130; 0.53% of 320,000 active;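 active means inhibition above the campaign mean of all compounds plus 3 SD, cut at about 26% in these data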;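 further: competitive labeling of PME-1 active site by serine hydrolase directed probe; 0% = PME-1 with DMSO and 100% = wells lacking PME-1 enzyme; inhibitors block probe labeling so polarization falls and inhibition rises; many of its hits are not listed in these tables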
Active calls of the source: *; x = not tested or not shown; & = joins results of further samples. Only part of the results is shown, so the mix of outcomes need not match the whole.

SMILES	VLA-4 inh	MCL1 BIM primary	Bcl-xL primary	GRK2 aptamer HTS	Fam108B counter	MEX-5 binding	GLD-1 TGE inh	Efflux pump inh	PME-1 inh
Cc1cc(N(CC(=O)NC(C)C)S(C)(=O)=O)ccc1Br	-3	-1	2	0	5	0.0	-1	0.0	2
CCOc1ncccc1C(=O)OCC(=O)Nc1cc(C)ccc1C	9	2	5	3	3	-0.5	5	0.0	4
Cc1nn(C)c(N)c1C(O)(c1nccn1C)C(F)(F)F (stereo unspecified)	-8	-9	1	0	2	-0.3	13	0.0	-5
O=C(NNC(=S)NC(=O)c1cccnc1)c1ccc(Cl)cc1	19	-4	6	0	1	1.7	6	0.1	-5
CCCC(C(=O)NC1CCCC1)N(CC1CCCO1)C(=O)c1snc(C(N)=O)c1N (stereo unspecified)	-12	-1	-2	5	4	-1.0	2	-0.1	1
O=C(c1cc(COc2ccc3ncccc3c2)on1)N1CCCCCC1	10	2	1	0	3	0.3	4	-0.2	6
O=C1CC2(CCN(C(=O)c3ccccc3[N+](=O)[O-])CC2)Oc2ccccc21	0	-1	-1	2	-4	-2.1	4	-0.1	-2
COc1ccc(CCC(=O)OCC(=O)c2c(N)n(CC(C)C)c(=O)n(C)c2=O)cc1	-9	3	1	5	0	-1.5	4	0.0	1
O=C(Nc1sccc1C(=O)N1CCOCC1)c1cccnc1	8	9	4	3	2	1.5	-3	0.2	-9
O=C(Nc1nncs1)C12CC3CC(CC(C3)C1)C2	9	-3	0	3	2	1.7	9	-0.1	0
COc1ccccc1OCc1ccc(C(=O)NC(C)c2ccccc2)o1 (stereo unspecified)	-7	-5	0	0	0	-0.5	-3	0.0	-7
CN1CCN(CCC(=O)N/N=C/c2cc3c(cc2[N+](=O)[O-])OCO3)CC1	13	11	3	0	2	1.2	3	0.1	-4
O=C(CCn1nc(-c2ccccc2)c2ccccc2c1=O)NCC1CCCO1 (stereo unspecified)	4	2	0	0	0	-5.1	-4	0.0	4
COc1cc(C(=O)OC(C)C(=O)NC2CCCCC2C)c([N+](=O)[O-])cc1OC (stereo unspecified)	7	-10	-5	0	0	-0.9	-7	0.2	-2
CCCc1nnc(NC(=O)C(CC)OC(=O)c2cc(C)nc3ccccc23)s1 (stereo unspecified)	-1	-1	5	2	-1	1.0	3	0.1	-3
CCN(CC)CCNC(=O)/C(=C\c1cccn1C)NC(=O)c1cccs1	15	8	5	7	1	0.4	0	-0.2	3
COc1ccc(NC(=S)NCc2ccc(F)cc2)c(OC)c1	24	11	5	2	-7	1.7	-4	0.3	0
O=[N+]([O-])c1ccc2[nH]c(O)c(N=NC(=S)NCC3CCCO3)c2c1 (stereo unspecified)	0	8	5	8	-3	-3.5	-3	-0.3	4
CCCN1C2CCCC1CC(NC(=O)c1ccccc1OCC)C2 (stereo unspecified)	8	-1	9	0	-4	-0.7	2	0.0	-3
COc1ccc(-c2nnc3n(CCc4ccccc4)c(=O)c4ccccc4n23)c(OC)c1	-44	4	3	3	-3	-1.5	-1	-0.1	-5
C=CCNc1nc(Cl)nc(Nc2ccc(OCC)cc2)n1	-9	3	-1	0	-2	2.2	4	-0.1	6
C#CCOc1ccc(C2C3=C(CC(C)(C)CC3=O)N(CC(=O)O)C3=C2C(=O)CC(C)(C)C3)cc1	7	11	8	1	-1	-0.3	5	-0.1	1
CSCc1c(C(=O)Nc2ccc(N3CCOCC3)cc2)oc2ccccc12	4	-5	-3	5	2	-1.8	1	-0.3	0
Cc1nn(Cc2ccccc2)c(C)c1NC(=O)CSc1nc2c(c(C(F)(F)F)n1)CCc1ccccc1-2	33	-8	2	0	0	-0.2	6	0.1	-3
CCOC(=O)CSc1nc(-c2ccccc2)nc2ccc(C)cc12	0	8	4	2	-2	3.5	5	0.0	-2
COC(=O)N1CCN(CCc2ccccc2)CC1	3	0	6	0	1	x	4	0.0	0
Cc1cccc(C(=O)Nc2ccnc(-c3ccncc3)n2)c1	-2	5	7	0	-2	-0.7	-3	0.3	-8
COc1ccc(NC(=O)Nc2ccc3c(c2)CC(=O)N([C@H](C)CO)C[C@@H](C)[C@H](CN(C)C(=O)Nc2ccccc2)O3)cc1	-3	x	x	0	x	x	6	1.1	x
COc1ccc([C@@H]2[C@@H]3C(=O)N(C(C)(C)C)C(=O)[C@@H]3[C@]3(Cc4ccccc4)C(=O)N(c4cccc(F)c4)C(=O)N23)cc1	1	-3	4	0	-7	-1.1	6	0.0	5
Cc1ccc(CCNC(=O)C2CCN(S(=O)(=O)N3CCCCC3)CC2)cc1	9	5	0	0	4	-0.2	-11	0.2	3
CCNC(=S)NS(=O)(=O)c1ccc(Cl)cc1	9	17	8	0	-4	-1.6	10	0.1	4
COc1ccc(NC(=S)NCCc2ccc(Cl)cc2)c(OC)c1	1	6	1	2	-1	1.2	4	0.0	23
COCCCNC(=O)c1ccc(Cn2c(=O)c3ccccc3n(Cc3cc(C)ccc3C)c2=O)cc1	20	6	4	0	-1	2.0	-2	0.2	-6
O=C(COC(=O)c1ccco1)c1ccc(S(=O)(=O)N2CCCCC2)cc1	0	6	0	0	-1	-0.7	2	-0.1	4
O=C1NC2(CCCCCC2)Oc2ccccc21	13	-2	4	2	-2	0.3	-2	0.1	3
CCN(CC)C(=O)CSc1nnc(-c2ccccn2)n1-c1ccccc1OC	7	4	3	0	2	-0.9	5	-0.1	4
O=C(Nc1ccnn1C1CCN(C2CCC2)CC1)c1ccccc1	1	0	1	0	-3	-2.2	-2	-0.6	8
COC(=O)CCC(=O)N1CCCC(N2CCN(c3cccc(C(F)(F)F)c3)CC2)C1 (stereo unspecified)	2	14	4	6	-1	1.0	3	0.0	-5
C=CC(=O)NC(C)(C)Cc1ccccc1	-12	5	2	0	3	2.8	-3	-0.1	-2
CC1CCCN(c2nc3c(c(=O)n(C)c(=O)n3C)n2Cc2ccccc2)C1 (stereo unspecified)	-12	10	4	2	-2	-0.8	-2	0.1	0
CCCn1c(C(C)NC(=O)c2ccccc2)n[nH]c1=S (stereo unspecified)	29	-6	-9	0	-3	0.2	2	0.2	-4
O=C1NN=C(c2ccc(Cl)cc2)CC1c1c[nH]c2ccccc12 (stereo unspecified)	-2	-2	3	2	-4	0.4	6	0.2	5
O=C(CCN1C(=O)/C(=C/c2ccc3c(c2)OCO3)SC1=S)Nc1ccc(C(=O)O)cc1	-1	-3	1	1	-2	0.8	-2	0.2	7
COc1ccc(N(Cc2nnc3n2CCCCC3)C(=O)Nc2ccccc2)cc1	11	5	4	1	-2	-0.5	7	0.1	2
Cc1ccc(CNS(=O)(=O)c2c(C(=O)N3CCCCCC3)c(C)n(C)c2C)cc1	-2	1	0	0	-3	-1.8	6	0.0	-4
COc1ccc(NC(=O)CCC(=O)N(Cc2ccc(OC)c(OC)c2)c2nccs2)cc1	-20	4	1	0	-7	-2.2	7	-0.2	8
Cn1c(=O)[nH]c(=O)c2c1nc(N1CCCCC1)n2CC(O)COc1ccccc1 (stereo unspecified)	-5	4	6	4	4	-0.2	-17	-0.1	9
Cc1coc2cc3oc(=O)c(CCC(=O)NCCN4CCOCC4)c(C)c3cc12	-14	7	10	0	0	0.1	1	-0.1	5
O=C(COc1ccc(Cl)cc1)N1CCN(Cc2ccc3c(c2)OCO3)CC1	-2&4	14&0	10&-1	3&2	-3&-2	-2.7	-5&6	0.0&0.2	-11&-10
C/C(=N/NC(=O)c1ccc(Cl)s1)c1cccnc1	-3	3	0	4	-1	-0.2	0	0.0	0
CCc1ccc(OCC(=O)N/N=C(\C)c2ccc(-n3ccnc3)cc2)cc1	8	-8	-3	0	-1	0.3	2	0.8	-7
Cc1ccc(NC(=O)COC(=O)CCc2c[nH]c3ccccc23)cc1[N+](=O)[O-]	-4	-14	-8	4	4	0.5	-3	0.0	12
CCOc1ncccc1C(=O)NCc1ccccc1F	15	1	1	0	4	-1.7	6	-0.1	2
O=C(NCCCN1CCOCC1)c1ccc(S(=O)(=O)N2CCOCC2)cc1	16	-6	3	0	3	-1.5	3	0.0	1
CCN1CCN(c2ccc(S(=O)(=O)N3CCCCC3)cc2NC(=O)CC(NC(C)=O)c2ccccc2)CC1 (stereo unspecified)	-7	-17	-15	0	2	-1.8	7	0.1	4
CCC(=O)Nc1ccc(C(=O)CSc2nnc(CNc3ccc(Cl)cc3)o2)cc1OC	5	-6	-8	0	-8	0.2	-6	0.1	-9
COc1ccc(CNC(=O)c2ccc(Cn3cc(Cl)cn3)o2)cc1	7	4	4	0	4	-0.2	-4	0.2	-1
c1ccc(Cc2noc(CN3CCCN(C4Cc5ccccc5C4)CC3)n2)cc1	5	4	6	0	-4	1.9	4	0.0	0
Cc1ccc2nc(-c3ccccn3)cc(C(=O)N3CCN(c4ncccn4)CC3)c2c1	7	6	1	0	2	-5.6	2	-0.1	-1
CCOC(=O)c1cc2oc(C)cc2n1CC(=O)OC1CCCCC1	0	8	3	1	-1	0.5	0	-0.1	2
Other results:
SMILES	VLA-4 inh	MCL1 BIM primary	Bcl-xL primary	GRK2 aptamer HTS	Fam108B counter	MEX-5 binding	GLD-1 TGE inh	Efflux pump inh	PME-1 inh
O=C(COC(=O)c1cnccn1)Nc1cc(S(=O)(=O)N2CCOCC2)ccc1Cl	-3	x	x	0	x	x	1	-0.3	x
CC(C(=O)NC(=O)NC1CCCCC1)N1CCN(c2ccccn2)CC1 (stereo unspecified)	13	8	7	0	4	-1.4	4	-0.1	5
CCOc1ccc(NC(=O)CN(C)C(=O)C2CCN(C(=O)c3ccc(Cl)cc3)CC2)cc1OCC	-2	0	8	3	x	x	3	0.0	0
Cc1ccnc(NC(=O)c2ccc(NC(=O)CC3SC(N4CCCC4)=NC3=O)cc2)c1 (stereo unspecified)	11	0	3	4	0	-0.9	8	-0.1	3
COc1ccc(OCCOC(=O)CNC(=O)c2cccc(C)c2)cc1	1	-5	-3	1	-2	2.1	-3	0.2	0
O=C(C1CCCCC1)N1CCC(CO)(Cc2ccccc2Cl)CC1	2	0	-3	0	3	-0.6	3	-0.1	2
O=C(COC(=O)/C=C/C(=O)N1CCN(c2ccccc2)CC1)NCc1ccc(F)cc1	14	12	10	0	8	1.0	-7	0.1	3
CCOC(=O)Cn1nc(NC(=O)c2ccc3c(c2)OCO3)cc1C	9	3	0	8	-2	-2.3	10	-0.2	3
O=C(CSc1nc2ccc([N+](=O)[O-])cc2[nH]1)c1ccc2ccccc2c1	6	-7	-6	5	1	-0.5	-4	0.0	-14
CCC(C)Sc1nnc(CNC(=O)C23CC4CC(CC(C4)C2)C3)n1C1CCCCC1 (stereo unspecified)	-15	-1	-6	0	-1	2.8	2	0.3	-3
CCOC(=O)c1c(C)[nH]c(O)c1C=Nc1ccccc1	-6	7	12	0	6	-1.0	18	-0.1	11
Cc1cc(C(=O)c2ccccc2)nc2ccccc12	-7	-6	-1	2	8	0.5	-4	0.3	1
Cc1cccc(C)c1OCCCCN1CCCCC1	9	2	1	1	6	1.6	-1	0.0	4

Compounds shown so far that have two or more sulfur atoms (2):
SMILES	VLA-4 inh	MCL1 BIM primary	Bcl-xL primary	GRK2 aptamer HTS	Fam108B counter	MEX-5 binding	GLD-1 TGE inh	Efflux pump inh	PME-1 inh
CCNC(=S)NS(=O)(=O)c1ccc(Cl)cc1	9	17	8	0	-4	-1.6	10	0.1	4
O=C(CCN1C(=O)/C(=C/c2ccc3c(c2)OCO3)SC1=S)Nc1ccc(C(=O)O)cc1	-1	-3	1	1	-2	0.8	-2	0.2	7
